Bioassay records deposited in PubChem by Sanford-Burnham Center for Chemical Genomics.
CXCR6 block: CXCR6 (human) receptor inhibition; O00574; CHO-K1 PathHunter CXCR6 beta-arrestin, luminescence; inhibition, % at 20 µM; 0.36% of 360,000 active; in the data active = inhibition above about 34%, passing the limit was not always enough;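 note: antagonist mode with CXCL16 agonist at 10 nM final; 0% = 10 nM CXCL16 with DMSO and 100% = unstimulated wells without agonist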
Target sequence (O00574 whole entry, looked up): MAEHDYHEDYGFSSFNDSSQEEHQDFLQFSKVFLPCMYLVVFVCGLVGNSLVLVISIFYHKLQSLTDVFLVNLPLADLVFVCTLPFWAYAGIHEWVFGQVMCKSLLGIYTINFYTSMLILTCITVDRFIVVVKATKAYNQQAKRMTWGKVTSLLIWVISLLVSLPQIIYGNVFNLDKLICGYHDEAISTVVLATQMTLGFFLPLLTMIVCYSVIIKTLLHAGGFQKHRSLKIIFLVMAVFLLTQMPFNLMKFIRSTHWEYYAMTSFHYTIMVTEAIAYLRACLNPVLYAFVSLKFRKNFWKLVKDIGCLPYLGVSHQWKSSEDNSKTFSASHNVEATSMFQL
Mdm2-MdmX inh: inhibitors of human Mdm2/MdmX interaction; inhibition, % at 8 µM; O15151+Q00987; 3% of 330,000 active; SaOS-2 split-luciferase Mdm2/MdmX complementation, luminescence; AID 485346;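 active = inhibition of at least 50% at 8 µM in the primary screen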
UPR CHOP act: activators of apoptotic arm of unfolded protein response (CHOP); CHO-CHOP luciferase reporter, UPR activation, luminescence; percent of tunicamycin response over DMSO baseline; activation, % at 10 µM; 0.34% of 330,000 active; AID 449763;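 active = at 10 µM dose, activation of 40% or more, normalized to positive control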;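 note: 100% = tunicamycin at 10 µg/mL and 0% = DMSO alone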
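Material: CHO-CHOP cells, stable luciferase reporter of PERK-eIF2a-CHOP signalling; quantity: 500 reporter cells seeded per well; buffer or medium: F12 medium containing 10% fetal bovine serum; compound: one dose, 10 µM in 0.5% DMSO; incubation: 6 h compound treatment, 37 °C; measured by: Steady-Glo luciferase luminescence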
UPR XBP1 act: adaptive UPR (XBP1) activation; CHO-XBP1 luciferase reporter, IRE1-XBP1 UPR activation, luminescence; percent of tunicamycin response, DMSO as zero; activation, % at 20 µM; 0.33% of 330,000 active; AID 463104;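 active = versus positive control, 20 µM dose yields 30% or more activation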;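 note: 100% = tunicamycin at 10 µg/mL and 0% = DMSO only wells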
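Material: CHO cell line with stable XBP1 luciferase reporter; schedule: 16-18 h cell attachment at 37 °C, then 6 h compound exposure; signal: glow luminescence from Steady-Glo reagent; medium: serum-containing F12 medium, 10% FBS; benchmarks: tunicamycin 10 µg/mL and vehicle-only wells; read-out: percent activation relative to tunicamycin reference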
APJ antagonist: blocks the human apelin receptor APJ | P35414 | CHO-K1 APJ beta-arrestin complementation, luminescence | inhibition, % at 20 µM | 0.32% of 330,000 active | AID 2521;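 active = inhibition above about 40% at 20 µM, limit read from the data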;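 note: cells challenged with 10 nM apelin-13 agonist together with compound; plate controls were apelin-13 plus DMSO wells for no effect and DMSO wells lacking apelin-13 for full effect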
Target sequence (P35414 whole entry, looked up): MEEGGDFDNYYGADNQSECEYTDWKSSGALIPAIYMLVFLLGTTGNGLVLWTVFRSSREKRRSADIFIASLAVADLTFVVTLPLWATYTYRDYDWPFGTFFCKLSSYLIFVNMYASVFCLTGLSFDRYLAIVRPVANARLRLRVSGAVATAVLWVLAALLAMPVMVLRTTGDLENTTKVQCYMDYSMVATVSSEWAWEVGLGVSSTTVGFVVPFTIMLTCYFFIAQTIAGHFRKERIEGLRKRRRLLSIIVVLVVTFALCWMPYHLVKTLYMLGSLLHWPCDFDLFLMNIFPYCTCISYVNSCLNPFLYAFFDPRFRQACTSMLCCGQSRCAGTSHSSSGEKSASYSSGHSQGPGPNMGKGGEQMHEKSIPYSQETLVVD
TIM10 inh: TIM10 yeast growth inhibition. S. cerevisiae TIM10 strain growth, BacTiter-Glo luminescence, 24 h. inhibition, % at 10 µM. 1.4% of 330,000 active. AID 463195;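 active = inhibition of 40% or more at the single tested concentration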;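 note: wild-type TIM10 isogenic control strain grown at permissive 25 °C; 0% = DMSO yeast wells and 100% = minimal medium wells without yeast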
APJ agonist: agonists of human APJ apelin receptor. activation, % at 20 µM. CHO-K1 APJ PathHunter beta-arrestin, luminescence; 0% DMSO wells, 100% apelin. 0.11% of 330,000 active. P35414;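 active = activation more than six SD over the plate average, tested at 20 µM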;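 note: 0% = DMSO alone and 100% = apelin-13 at 10 nM; some results filed as inactive read as strong as hits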
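Test system: CHO-K1 APJ beta-arrestin complementation cell line | Compound: Single test compound dose, 20 µM final, 1% DMSO | Incubation: Compound 90 min 25 °C, reagent 1 h | Measured by: beta-gal luminescence | Read-out basis: APJ–arrestin association signal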
tim23-1 inh: tim23-1 yeast growth inhibition; S. cerevisiae tim23-1 growth, BacTiter-Glo luminescence, 24 h; inhibition, % at 20 µM; 1.3% of 330,000 active;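 active = growth inhibition of the mutant yeast at or above 50%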;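 note: temperature-sensitive mutant grown at 25 °C; plate controls were DMSO-treated mutant yeast for no effect and medium wells lacking yeast for full effect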
tim10-1 inh: inhibits growth of tim10-1 mutant yeast; S. cerevisiae tim10-1 ts strain growth, BacTiter-Glo, 24 h; inhibition, % at 20 µM; 2.2% of 330,000 active;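 active = inhibition of at least 40%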;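 note: mutant grown at 25 °C; 0% = DMSO wells with yeast and 100% = wells holding no yeast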
An asterisk follows results filed as active; · = not tested or not shown. This is a subset; rates above refer to the full screens.

The opening 3 entries, ahead of the listing:
SMILES | CXCR6 block | Mdm2-MdmX inh | UPR CHOP act | UPR XBP1 act | APJ antagonist | TIM10 inh | APJ agonist | tim23-1 inh | tim10-1 inh
Cc1ccc(S(=O)(=O)N2CCOCC2)cc1C(=O)NC(=S)N1CC(C)OC(C)C1 (stereo not drawn) | 3 | -6 | -0.6 | -1 | -1 | -11 | 0 | 2 | 14
C/C(=C\C(=O)c1ccncc1)Nc1ccccc1O | -5 | 10 | 1.8 | 1 | -2 | 9 | 16 | -79 | -24
COc1cc(C)ccc1OCCOc1c(C)cccc1Cl | -3 | -14 | 3.0 | 0 | 7 | 5 | -2 | 17 | 8

This part in full, from the start:
SMILES | CXCR6 block | Mdm2-MdmX inh | UPR CHOP act | UPR XBP1 act | APJ antagonist | TIM10 inh | APJ agonist | tim23-1 inh | tim10-1 inh
Cc1ccc(S(=O)(=O)N2CCOCC2)cc1C(=O)NC(=S)N1CC(C)OC(C)C1 (stereo not drawn) | 3 | -6 | -0.6 | -1 | -1 | -11 | 0 | 2 | 14
C/C(=C\C(=O)c1ccncc1)Nc1ccccc1O | -5 | 10 | 1.8 | 1 | -2 | 9 | 16 | -79 | -24
COc1cc(C)ccc1OCCOc1c(C)cccc1Cl | -3 | -14 | 3.0 | 0 | 7 | 5 | -2 | 17 | 8
O=c1cc(CN2CCOCC2)c2cc(Cl)ccc2o1 | -2 | 5 | 1.6 | -1 | -9 | -14 | -3 | 5 | -2
CC(C)(CNC(=O)C1CCCC1)CNC(=O)C1CCCC1 | -5 | -2 | -0.6 | 0 | -6 | -9 | 6 | 8 | 8
O=C(CSc1nnc(NC(=O)c2ccccc2Cl)s1)Nc1ccc2c(c1)oc1ccccc12 | · | -25 | 3.2 | 1 | -17 | -23 | 0 | -9 | 3
O=C1N(Cc2cccnc2)C[C@@H]2C[C@@H](c3cccc(OCc4ccccc4)c3)N3CCC[C@@]123 | 1 | 14 | -1.4 | -2 | 0 | 5 | -2 | 25 | 23
Cc1ccc(C(=O)N/C(=C/c2ccccc2)C(=O)NCc2ccncc2)cc1 | 3 | 22 | -1.1 | 0 | -2 | -12 | -3 | -10 | -9
Cc1cc(C(=O)N/N=C/c2ccc(-c3ccc(C)c(Cl)c3)o2)n[nH]1 | 7 | 12 | 4.6 | -1 | 4 | 2 | 2 | 11 | 8
O=C(CN1C(=O)CCSc2ccccc21)NC1CCCCC1 | 3 | 1 | 3.2 | -4 | 0 | 4 | -4 | 24 | 29
O=C(c1coc2ccc(O)cc12)C1CC1 | 4 | -7 | 1.0 | -4 | 6 | 0 | 1 | 13 | 5
CC(=O)N=Cc1c(C)c(C#N)c(=O)n(C)c1O | -1 | 12 | -0.4 | -4 | -11 | 6 | 1 | 0 | 25
COC(=O)C1=C(C)N(CC2CCCO2)C(=O)/C1=C\c1ccc(O)cc1 (stereo not drawn) | 5 | 7 | 4.2 | 0 | 16 | 14 | -2 | 36 | 37
COc1ccc(NC(=S)N(CCCN2CCOCC2)Cc2ccco2)cc1 | -1 | -13 | -0.4 | 2 | -12 | -13 | -1 | 22 | 16
CC(=O)c1ccc(COC(=O)c2cc3ccccc3oc2=O)cc1 | 0 | 5 | 4.1 | 0 | -14 | -2 | 2 | 26 | 7
O=C(c1ccco1)N1CCN(CC(=O)N(C2CCCCC2)C2CCS(=O)(=O)C2)CC1 (stereo not drawn) | -6 | 1 | -1.7 | 3 | 5 | 6 | -6 | 8 | 4
Cc1ccc2c(C)c(C(=O)N(C)C(C)c3ccncn3)oc2c1C (stereo not drawn) | 2 | 11 | 3.3 | -1 | -1 | 1 | -1 | 16 | 9
O=C(NCCc1ccccc1)C1CCN(S(=O)(=O)c2ccccc2)CC1 | -6 | -12 | 0.1 | -1 | 1 | -1 | -3 | 12 | 17
CC(C)c1ccc(/C=N/NC(=O)c2ccccc2Cl)cc1 | 4 | 44 | 2.9 | 17 | -14 | 20 | -4 | 24 | 22
COc1cc2c(cc1OC)C(c1cc(OC)c(OC)c(OC)c1)NCC2 (stereo not drawn) | -1 | -13 | -1.0 | 0 | -17 | -11 | -6 | 5 | -2
COc1ccc(S(=O)(=O)N2CCCCC2)cc1NC(=O)CCCOc1ccc(C)cc1 | 3 | 20 | 0.9 | -2 | 5 | 2 | -4 | -2 | 7
Cc1ccc(NC(=O)C2(S(=O)(=O)c3ccc(Cl)cc3)CC2)c(Br)c1 | 0 | 8 | 0.6 | 0 | 0 | 24 | -1 | 15 | 11
Cc1ccc(S(=O)(=O)N(C)C)cc1NC(=S)NCCCn1ccnc1 | -11 | 5 | -0.4 | -5 | 8 | 9 | -2 | 2 | -10
O=c1oc2cc(OCc3ccc(F)cc3F)ccc2cc1-c1ccc2ccccc2n1 | · | -4 | 1.0 | 0 | 19 | -1 | -4 | 3 | 4
C/C(=N/NC(=O)c1cc(-c2ccc(Br)s2)[nH]n1)c1ccco1 | -5 | 9 | 1.6 | -2 | 4 | -14 | -3 | -10 | -18

Continuation.
SMILES | CXCR6 block | Mdm2-MdmX inh | UPR CHOP act | UPR XBP1 act | APJ antagonist | TIM10 inh | APJ agonist | tim23-1 inh | tim10-1 inh
Cc1ccc(NC(=O)CCSc2nnc(C)s2)cc1 | 4 | 20 | -1.5 | 1 | 21 | -4 | -3 | -14 | 9
O=C1C=C(c2cccc(Br)c2)C[C@@H](c2ccc(F)cc2)C1 | 6 | 9 | -0.1 | 2 | -4 | -10 | -5 | 35 | 13
CC(C)(C)NS(=O)(=O)c1ccc2nc(NC(=O)Cc3cccs3)sc2c1 | 2 | 45 | 2.9 | -1 | 5 | 17 | -2 | 19 | 25
O=C(Nc1nc(-c2cccs2)c(C(=O)C(F)(F)F)s1)c1ccco1 | 9 | 14 | 5.2 | -1 | 27 | 56* | -3 | 62* | 56*
Cc1ccc(C(=O)CCC(=O)OCC(=O)N(C)c2c(N)n(Cc3ccccc3)c(=O)[nH]c2=O)cc1 | 2 | 2 | 1.1 | -1 | 19 | 6 | -2 | 4 | -11
COc1ccc(C(=O)NCC(=O)OCC(=O)c2ccc3c(c2)NC(=O)CO3)cc1 | 5 | 10 | -1.4 | 0 | -10 | -20 | -2 | 3 | 14
CCn1c(SCC(=O)c2cc(C)ccc2C)nc2cc(S(=O)(=O)N3CCOCC3)ccc21 | -7 | 34 | 0.7 | -2 | 5 | 31 | -3 | 20 | 32
Cc1ccc2[nH]c(=O)c3cc(C(=O)N(C)Cc4ccco4)sc3c2c1 | 2 | 19 | 7.7 | 3 | 16 | 12 | 1 | 14 | 27
Cc1ccc2sc(-c3ccc(NC(=O)/C=C\C(=O)O)cc3)nc2c1 | 10 | -151 | 2.7 | -1 | 7 | 31 | -3 | 19 | 9
O=C(COc1cc(Cl)ccc1Cl)Nc1nnc(CC(=O)N2CCOCC2)s1 | -7 | -9 | 0.1 | -1 | 13 | 0 | -2 | -3 | 4
COc1ccc2[nH]c(C(=O)N3CCCN(Cc4ccc(F)cc4)CC3)cc2c1 | 0 | 17 | 0.0 | 0 | 9 | 13 | 2 | -4 | -13
NNC(=O)c1cccn(Cc2ccc(Cl)cc2Cl)c1=O | -6 | 5 | -1.7 | -6 | 8 | 18 | -2 | 17 | 12
COc1ccc(CCNC(=O)c2nnn(CC(=O)Nc3cccc(F)c3)c2N)cc1OC | 2 | 0 | -2.0 | 5 | 10 | 4 | 0 | -1 | 14
O=S(=O)(NCCOCC(F)(F)C(F)F)c1ccc2oc3ccccc3c2c1 | -21 | 12 | -2.0 | -2 | 6 | 12 | -3 | 33 | 35
Cc1ccc(C)c(OCCCC(=O)Nc2ccc(N3CCOCC3)cc2)c1 | · | 20 | -1.2 | 1 | -1 | -5 | -3 | -6 | 5
Cc1nc(NCCNC(=O)c2ccco2)c2c(C)c(C)sc2n1 | -12 | 19 | 3.0 | 1 | 8 | 14 | -3 | 4 | 23
Nc1ccc(Nc2nc(-c3cc4ccccc4oc3=O)cs2)cc1 | -6 | -143 | 8.8 | -1 | -42 | 20 | -2 | 4 | 22
CCOC(=O)NN=C1CN(S(=O)(=O)c2ccc(C)cc2)C1 | 1 | 15 | -1.5 | -1 | -16 | -16 | -1 | 4 | 2
COc1ccccc1CC(=O)N1CCC(CCC(=O)NC2CC2)CC1 | 0 | -13 | 2.2 | 0 | -40 | 6 | 0 | 3 | -1
CCOC(=O)N1CCC(c2cc(=O)n(-c3ccccc3)[nH]2)CC1 | 9 | 9 | -0.8 | -2 | 4 | 6 | -2 | 33 | 16
CC[N+](CC)(CC#Cc1ccccc1)CC(=O)c1ccc(Cl)cc1 | 23 | 7 | 5.0 | -1 | 77* | -5 | -4 | 22 | 51*
COc1ccc(CCNC(=O)C2CC(=O)N(c3ccccc3)C2)cc1OC (stereo not drawn) | 0 | -12 | 0.8 | 1 | 0 | -4 | 1 | 9 | 13
COc1cccc([C@@H]2Oc3ccc(OC)cc3C(=O)[C@H]2OC(=O)NCc2ccc3c(c2)OCO3)c1 | · | 27 | 2.8 | 1 | 6 | 1 | -7 | 20 | 1
O=C(NCCc1ccccc1)c1ccc(-c2ccccc2Cl)o1 | -4 | -45 | -0.3 | 4 | 0 | -6 | -2 | 22 | 15
CC1CC(C)CN(C(=O)CCNC(=O)Cn2cnc3ccccc3c2=O)C1 (stereo not drawn) | 1 | 13 | 1.4 | -1 | -15 | -7 | -3 | 12 | 15

Remaining list, next part:
SMILES | CXCR6 block | Mdm2-MdmX inh | UPR CHOP act | UPR XBP1 act | APJ antagonist | TIM10 inh | APJ agonist | tim23-1 inh | tim10-1 inh
COC(=O)c1ccc(CSc2nnc(CNC(=O)c3cccs3)o2)o1 | 0 | 18 | 1.5 | -5 | 12 | 0 | 3 | -11 | 3
Cc1nn(CC(=O)NCCc2ccc(Cl)cc2)c(C)c1[N+](=O)[O-] | -2 | -3 | -1.7 | -2 | -17 | -9 | 2 | -13 | -5
Cn1cnc(C(=O)N2CCN(C(=O)OC(C)(C)C)CC2)c1C(=O)N1CCN(C(=O)OC(C)(C)C)CC1 | -2 | 4 | -1.2 | 0 | -7 | 2 | -2 | -17 | -1
O=C(COC(=O)CSc1cc(Cl)ccc1Cl)NCc1ccc2c(c1)OCO2 | -5 | -20 | -2.0 | 0 | -21 | -8 | -1 | 18 | 25
CCOC(=O)CSc1ncc(OC)c(Sc2ccc(OC)cc2)n1 | -2 | 17 | -1.5 | -1 | -23 | 2 | -5 | 10 | 24
O=C(CNC(=O)c1ccco1)NCC(=O)OCc1ccc(F)cc1 | -6 | 20 | 1.2 | 7 | -2 | -9 | -1 | -12 | -11
O=C(Nc1ccc(Br)cn1)c1ccc2ccccc2c1 | -2 | -85 | 5.4 | -1 | -9 | 3 | 0 | 16 | -18
CCCCc1ccc(NS(=O)(=O)c2c(C)n(C)c(=O)n(C)c2=O)cc1 | 7 | -4 | 1.4 | 0 | -1 | -1 | -1 | 20 | 14
NC(=O)CC(NC(=O)Cc1ccc(Br)cc1)c1ccc(NCC2CC2)c([N+](=O)[O-])c1 (stereo not drawn) | 5 | 14 | -2.0 | -3 | 30 | -2 | -6 | 2 | 1
